Compound activity as filed in PubChem BioAssay.
OX1R antag-1 = blocks the human orexin 1 receptor; CHO/OX1R cells, Fluo-8 calcium fluorescence, orexin A; inhibition, % at 5 µM; 0.43% of 330,000 active; AID 434989; O43613;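 active = inhibition above its plate's threshold, mean inhibition of all tested compounds on the plate plus 3 SD, cut at about 37% in these data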;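 also: 0% = orexin A challenge wells and 100% = SB-334867-A antagonist wells; not every result past the cut was called active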
Target sequence (O43613 whole entry, looked up): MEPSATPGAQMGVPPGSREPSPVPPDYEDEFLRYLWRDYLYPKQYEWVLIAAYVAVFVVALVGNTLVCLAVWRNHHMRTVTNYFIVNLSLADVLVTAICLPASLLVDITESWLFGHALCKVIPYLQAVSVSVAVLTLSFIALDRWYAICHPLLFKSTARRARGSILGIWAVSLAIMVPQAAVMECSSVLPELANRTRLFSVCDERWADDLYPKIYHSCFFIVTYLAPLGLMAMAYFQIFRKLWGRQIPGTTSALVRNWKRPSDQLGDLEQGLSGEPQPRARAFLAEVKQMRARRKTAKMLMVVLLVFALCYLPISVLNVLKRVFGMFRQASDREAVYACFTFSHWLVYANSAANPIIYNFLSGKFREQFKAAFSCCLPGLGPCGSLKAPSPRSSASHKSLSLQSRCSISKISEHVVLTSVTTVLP
STK33 kinase inh = inhibitors of human STK33 kinase | AID 2661 | Q9BYT3 | 0.073% of 320,000 active | inhibition, % at 10 µM | purified STK33, MBP phosphorylation, ADP-Glo luminescence;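 active = inhibition at or above 25%, using the most active replicate where run in duplicate; inactive = inhibition below 25%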
Target sequence (Q9BYT3 whole entry, looked up): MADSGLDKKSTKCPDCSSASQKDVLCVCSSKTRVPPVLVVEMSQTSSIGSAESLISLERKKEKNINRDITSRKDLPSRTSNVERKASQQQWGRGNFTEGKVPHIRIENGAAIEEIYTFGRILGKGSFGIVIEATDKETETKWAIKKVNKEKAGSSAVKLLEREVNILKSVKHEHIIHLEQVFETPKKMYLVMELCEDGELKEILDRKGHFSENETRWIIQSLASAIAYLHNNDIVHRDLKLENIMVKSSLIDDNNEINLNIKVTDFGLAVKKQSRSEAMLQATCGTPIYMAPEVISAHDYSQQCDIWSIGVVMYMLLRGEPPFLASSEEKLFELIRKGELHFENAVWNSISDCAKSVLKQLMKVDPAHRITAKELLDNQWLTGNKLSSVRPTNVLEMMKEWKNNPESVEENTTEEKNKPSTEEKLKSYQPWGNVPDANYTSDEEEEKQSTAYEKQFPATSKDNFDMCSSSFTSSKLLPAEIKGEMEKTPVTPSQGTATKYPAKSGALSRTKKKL
OX1R antag-2 = OX1R (human) antagonism. O43613. AID 485270. 1.8% of 330,000 active. inhibition, % at 6.6 µM. OX1R-expressing cells, FRET antagonist read-out; in the data active = inhibition mostly above about 38%, no sharp cut-off; inactive = mostly below about 40%;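 also: 0% = agonist challenge alone and 100% = reference antagonist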
* hit, by the source's call; . = no result given; & = joins results of further samples.

SMILES	OX1R antag-1	STK33 kinase inh	OX1R antag-2
Cc1ccc(CN2CC(C(=O)N3CCN(c4ccccc4O)CC3)CC2=O)cc1 (configuration not stated)	-17	-1.1	10
CN(CCc1ccccn1)C(=O)c1nn2c(C(F)(F)F)cc(-c3ccco3)nc2c1Cl	-16	-1.2	52
COc1ccc(CCNC(=O)CCCn2nc(C)c([N+](=O)[O-])c2C)cc1OC	-11	0.8	9
Cc1ccc(C)c(OCc2nc3ccc(S(=O)(=O)Nc4c(C)n(C)n(-c5ccccc5)c4=O)cc3[nH]2)c1	-15	-1.2	29
O=C(Nc1nccs1)c1ccc(COc2c(F)c(F)cc(F)c2F)o1	-10	-0.3	8
O=C(Nc1cccc(S(=O)(=O)NC2=NCCCCC2)c1)c1cc(-c2ccncc2)nc2ccccc12	-31	0.4	13
CCOC(=O)c1ccc(NC(=O)COc2cc3oc(=O)c(CC(C)O)c(C)c3cc2Cl)cc1 (configuration not stated)	-16	-0.3	16
COc1ccc(NC(=O)CCCn2c(=O)[nH]c3ccccc3c2=O)cc1	-28	-0.4	14
COCCCN=C1NN=C(c2cc(C)n(-c3ccccc3F)c2C)CS1	-15	-0.4	16
CCN(CC)CCNC(=O)CCCCCn1c(=O)[nH]c2cc(C(=O)OC)ccc2c1=O	-7	-5.8	20
O=[N+]([O-])c1ccc(-c2cc(-c3ccc(Cl)cc3)n[nH]2)cc1	-5	-0.7	25
O=C(C1CCN(c2nnc(-n3cccc3)s2)CC1)N1CCN(Cc2ccc3c(c2)OCO3)CC1	-35	-2.8	2
Cc1oc(-c2cccc(Cl)c2)nc1CN1CCCC(C(=O)NC(C)c2ccc3c(c2)OCCO3)C1 (configuration not stated)	-1	1.8	10
COc1ccc(CCNC(=O)CC2SC(=NCCc3ccccc3)NC2=O)cc1 (configuration not stated)	-25	-1.5	13
O=C(NCc1ccncc1)C1CCC(=O)N(CCc2ccc(Cl)cc2)C1 (configuration not stated)	-11	2.2	16
O=C(NCC(c1ccco1)N1CCCCC1)c1cccc(NS(=O)(=O)c2ccc(Br)cc2)c1 (configuration not stated)	-21	0.9	9
CCOc1cccc(/C=N/NS(=O)(=O)c2ccc(C)c([N+](=O)[O-])c2)c1O	-2	-2.5	21
Cc1occc1C(=O)n1cnc2ccccc21	-15	0.5	9
CCC1CCc2c(sc3nc(SCC(=O)NCc4ccco4)n(-c4ccccc4)c(=O)c23)C1 (configuration not stated)	-11	1.0	15
CCCN1CCN(CCCNC(=O)c2cc3c(s2)-c2c(C)cccc2OC3)CC1	-27	-0.2	24
COc1ccc(C(=O)C2CCCN(Cc3cccn3-c3ccc(Cl)cn3)C2)c(OC)c1 (configuration not stated)	-26	-1.7	13
COc1ccc(NCC(=O)Nc2cccc(C(F)(F)F)c2)cc1S(=O)(=O)N1CCOCC1	-30	0.1	10
C/C(=N\NC(N)=S)c1ccncc1	8	1.1	19
CCOC(=O)c1cnc2c([N+](=O)[O-])cnn2c1C	0	-0.3	21
N#Cc1ccccc1S(=O)(=O)N1CCN(C(=O)Cc2coc3cc(O)ccc23)CC1	-13	0.8	3

Whole records, looked up by structure.
`Cc1occc1C(=O)n1cnc2ccccc21` in the list: OX1R antag-1 = -15; STK33 kinase inh = 0.5; OX1R antag-2 = 9
`O=C(NCC(c1ccco1)N1CCCCC1)c1cccc(NS(=O)(=O)c2ccc(Br)cc2)c1` (configuration not stated) in the list: OX1R antag-1 = -21; STK33 kinase inh = 0.9; OX1R antag-2 = 9

(cont.)
SMILES	OX1R antag-1	STK33 kinase inh	OX1R antag-2
COc1ccc2c(c1)c(C(C)=O)c(C)n2-c1ccccc1OC	-27	2.9	15
CN1CCC2(CC1)N=C(c1ccc(F)cc1)C(=S)N2C(=O)c1ccccc1	-2	0.8	19
O=C(C1CC1)N1CCc2cc(Br)cc(S(=O)(=O)NC3CCCCC3)c21	-25	-0.5	30
CCCCn1c(CCC(=O)O)ccc1-c1cccs1	-12	-1.9	9
CN(CC(=O)O)Cc1nc2ccccc2[nH]1	-14	-1.6	2
Nc1c(Cl)ncnc1N/N=C/c1cccnc1	-11	0.5	84*
CC1(c2ccccc2)NC(=O)N(CC(=O)Nc2ccc([N+](=O)[O-])cc2)C1=O (configuration not stated)	0	-0.9	25
O=c1c2oc3nc4c(cc3c2ncn1CCCc1ccccc1)CCCC4	-5	-1.8	17
CCOC(=O)c1[nH]ncc1CN1CCc2ccc(NC(=O)C3CCCO3)cc2C1 (configuration not stated)	0	-1.5	10
Cc1cccc(-n2ccnc2SCC(=O)Nc2nnc(C)s2)c1	-2	-0.5	5
COc1ccccc1OCCNC(=O)Nc1cc(F)c(F)cc1Cl	-18	-1.1	12
COC(=O)Nc1c(-c2ccccc2)nc2ccc(C)cn12	-15	-0.7	9
C=Cc1c(C)c2cc3[nH]c(cc4nc(cc5nc(cc1[nH]2)C(C)=C5CCC(=O)O)C(CCC(=O)O)=C4C)c(C)c3C=C	-3&11	-3.5&0.5	22&20
Cc1ccc(-n2cc(CN(C)Cc3ncc[nH]3)c(-c3cccc(C)c3)n2)cc1	-19	-0.9	2
CCOC(=O)NN=C1CN(S(=O)(=O)c2ccc(C)cc2)C1	-6	-1.3	5
C#CCOCCOCCOCCNc1nc(N2CCN(C(=O)[C@H](CCC(=O)O)n3cc(C(N)CO)nn3)CC2)nc(N2CCN(C(=O)[C@H](Cc3ccc(O)cc3)n3cc(C(N)[C@H](C)CC)nn3)CC2)n1 (some centres not stated)	14	0.4	12
CC(=O)c1c(N2CCN(CCO)CC2)nc(=S)n(-c2ccccc2)c1C	-13	0.0	15
N#CC1=C(N)Oc2cc(O)ccc2C1c1cccnc1 (configuration not stated)	17	-1.0	55
CCc1ccccc1NC(=O)c1cc(C2CC2)on1	-3	-1.4	9
CCCCC(=O)Nc1cc(C(=O)NCCc2ccccc2)ccc1Cl	-13	-2.4	9
Cc1cc(C(=O)NCc2ccccc2Cl)c2ccccc2n1	-10	3.5	66
Cc1nc(CS(=O)(=O)c2ccc(Cl)cc2)cc(Sc2ccc(Cl)cc2)n1	-18	0.1	5
CCCCOc1ccc(C(=O)Nc2ccc(OCC(=O)N3CCOCC3)cc2)cc1	-9	0.7	10
COc1ccc(NC(=O)CSc2ccc(C)cc2)cc1	-10	-0.9	14
N=c1n(Cc2ccc(Cl)cc2)c2ccccc2n1CC(O)COc1ccccc1 (configuration not stated)	75*	-0.7	7

(continued)
SMILES	OX1R antag-1	STK33 kinase inh	OX1R antag-2
O=C(Nc1ccccc1)c1cnc[nH]1	8	1.1	51
COc1ccc(NC(C)=O)cc1NS(=O)(=O)c1ccc2c(c1)OCCO2	3	1.7	0
CCc1ccc(OCc2n[nH]c(=S)n2C(C)CCCC(C)C)cc1 (configuration not stated)	-24	-2.7	16
CSc1cccc(NC(=S)N2CCC(N(C)C3CCCCC3C)CC2)c1 (configuration not stated)	-29	-0.4	13
CCN(C(=O)C(C)Sc1ccc(S(=O)(=O)N2CCOCC2)cn1)c1ccccc1 (configuration not stated)	1	0.3	2
COc1ccc(CC(=O)N(Cc2cc3cc(OC)ccc3[nH]c2=O)C(C)C)cc1	-37	4.6	26
NNc1nnc(-c2ccccc2)c(-c2ccccc2)n1	-29	-0.9	20
COc1ccc(CCNC(=O)Cc2cccs2)cc1	-1	-0.8	3
Brc1cc(Br)c2nc3c(cc2c1)CCC3	-16	0.3	3
CC(=O)c1cccc(NC(=O)N2CCC(NC(=O)c3ccco3)CC2)c1	-21	-1.1	17
CN(Cc1ccc(F)cc1)C(=O)c1ccc(NS(=O)(=O)c2ccccc2)cc1	-22	-0.4	19
CC(C)C(NC(=O)C1CCCCC1)C(=O)Nc1ccncc1 (configuration not stated)	-16	-2.1	15
O=C(N/N=C/c1ccc([N+](=O)[O-])o1)c1ccccc1NS(=O)(=O)c1cccs1	-5	-0.1	32
Cc1ccc(/C=C2/SC(=S)N(CCC(=O)N3CCN(C)CC3)C2=O)cc1	-17	-0.6	-1
CC(NC(=O)CSc1nc2ccccc2c(=O)n1CCCO)c1ccccc1 (configuration not stated)	4	-3.1	9
c1ccc(-c2noc(-c3ccc4c(c3)OCO4)n2)nc1	-10	3.0	6
C=CCN(C(=O)CCC(=O)Nc1cc(C)on1)C(C(=O)NC1CCCC1)c1ccc(OC)cc1OC (configuration not stated)	-22	-0.1	16
O=C(CSc1ccccc1F)Nc1ccc2c(c1)OCO2	2	-0.9	11
Cc1ccc(SCn2nnc3ccccc3c2=O)c(C)c1	-21	-1.6	13
CCOc1cc(/C=C/c2cc(C(=O)O)c3ccccc3n2)ccc1O	-8	0.0	2
Cc1cc(NS(=O)(=O)c2ccc(NC(=O)c3cnc(Cl)c(Cl)c3)cc2)nc(C)n1	-18	0.4	3
CCOC(=O)C1=C(COC(=O)c2ccc([N+](=O)[O-])o2)NC(=O)NC1C (configuration not stated)	-16	-0.7	30*
CCOC(=O)N1CCC(NC(=O)c2cc(S(=O)(=O)N(CC)CC)ccc2F)CC1	-7	-0.4	9
CCCCNC(=O)Nc1c(C(=O)OCC)[nH]c2ccccc12	-15	-2.0	5
CSc1ncccc1C(=O)OCC(=O)N(CC(C)C)C1CCS(=O)(=O)C1 (configuration not stated)	-18	-1.3	19

The list continues:
SMILES	OX1R antag-1	STK33 kinase inh	OX1R antag-2
Cn1cc(CCC(=O)NCc2ccc(Cl)cc2)c2ccccc21	-9	0.6	-8
O=C(CSc1ccccc1Cl)N1CCOCC1	-11	-1.6	6
COc1ccccc1C(=O)NNC(=O)c1ccccc1F	-16	-0.5	3
O=C(NS(=O)(=O)c1ccccc1)c1ccccc1O	-1	-2.2	8
COc1cccc(NC(=O)c2cc([N+](=O)[O-])ccc2NCc2cccnc2)c1	-15	0.4	14
CCN(CC)c1ccc(/C=N/NC(=O)Cc2cccs2)c(O)c1	-7	-0.3	26
NCCCCCc1nnc(SCC(=O)c2ccc(Cl)cc2)o1	-28	0.7	4
COc1cc(/C=C/C(=O)NCc2cccnc2)cc(OC)c1OC	-9	-0.8	25
Cc1cc([N+](=O)[O-])nn1CC(=O)NCCCn1ccnc1	3	4.3	19
COc1cc(C(=O)Nc2ccc3c(c2)OCCO3)ccc1OC(C)C	-29	.	9
O=C(COc1cc2oc(=O)cc(-c3ccccc3)c2cc1Cl)NCC1CCC(C(=O)O)CC1 (configuration not stated)	-5	-0.7	13
O=C(CCCN1C(=O)C2C3C=CC(C3)C2C1=O)N1CCN(c2ccccc2)CC1 (configuration not stated)	-14	-0.8	16
COc1ccc(CC(=O)NC(c2ccccc2)c2ccc(C)cc2)c(OC)c1 (configuration not stated)	-32	-0.1	5
Cc1c(C)n(CCc2ccccc2)c2ncnc(NCCCO)c12	-20	1.6	12
O=C1/C(=C/c2ccc(O)cc2)SC(=S)N1CC1CCCO1 (configuration not stated)	12	0.4	15
Cn1c(NCCO)nc2c1c(=O)n(Cc1cccc(Cl)c1)c(=O)n2C	-21	-1.1	17
c1cncc(CNc2ncnc3sccc23)c1	-17	3.2	9
O=C(Nn1cnnc1)c1cc([N+](=O)[O-])cc([N+](=O)[O-])c1	-9	-0.1	113*
CCCNC(=O)c1ccc2snnc2c1	2	0.7	11
O=C(NCc1cccnc1)C(=O)NCC1OCCCN1S(=O)(=O)c1ccc(F)cc1 (configuration not stated)	-9	-1.4	-1
CCc1cc2c(=O)c(-c3nc4ccccc4n3C)c(C)oc2c(CN2CCOCC2)c1O	-32	1.1	17
CC(=O)Nc1ccc(NC(=O)Nc2ccc3c(c2)N(C)C(=O)CS3)cc1	-11	.	14
N/C(=N\OC(=O)COc1ccc(Br)cc1Cl)c1cccnc1	-14	-1.8	9
COc1ccc(OC)c(Nc2cc(C)nc3nc(C)nn23)c1	-6	2.2	10
O=C(COc1cccc(F)c1)NNC(=O)Cc1ccc(S(=O)(=O)N2CCOCC2)s1	4	-0.9	3

Only OX1R antag-2 (4 entries from above):
structure,OX1R antag-2
CCCNC(=O)c1ccc2snnc2c1,11
CC(=O)Nc1ccc(NC(=O)Nc2ccc3c(c2)N(C)C(=O)CS3)cc1,14
COc1cc(C(=O)Nc2ccc3c(c2)OCCO3)ccc1OC(C)C,9
Cn1cc(CCC(=O)NCc2ccc(Cl)cc2)c2ccccc21,-8

Further compounds:
SMILES	OX1R antag-1	STK33 kinase inh	OX1R antag-2
CCN(C(=S)NC(=O)c1ccco1)c1cccc2ccccc12	-10	0.1	16
O=C(Cc1ccc(F)cc1)NC1CCCC1	-11	.	1
Cc1cc(C)c(NC(=O)COC(=O)c2ccc([N+](=O)[O-])s2)c(C)c1	-2	1.0	30
Cc1ccccc1N1CCN(CCCOc2ccc3c(C)cc(=O)oc3c2)CC1	-12	0.1	10
CCn1cc(C(=O)NCc2ccc3c(c2)OCO3)c(=O)c2cc(F)c(N3CCN(C(=O)c4ccco4)CC3)cc21	-25	1.7	18
OC1(c2cccs2)CN(c2ccccc2)C2=[N+]1CCCC2 (configuration not stated)	-2	-0.8	3
COc1cc2c(cc1OC)C(C)N(S(=O)(=O)c1ccc(Cl)nc1)CC2 (configuration not stated)	-9	0.4	7
NC(=O)c1ccc(NC(=O)CSc2nnc(C3CCCCC3)n2N)cc1	9	-0.3	1

Three entries out of the list, arranged by heavy-atom count, rising.
SMILES	OX1R antag-1	STK33 kinase inh	OX1R antag-2
CC(C)C(NC(=O)C1CCCCC1)C(=O)Nc1ccncc1 (configuration not stated)	-16	-2.1	15
CCOc1cccc(/C=N/NS(=O)(=O)c2ccc(C)c([N+](=O)[O-])c2)c1O	-2	-2.5	21
CCCN1CCN(CCCNC(=O)c2cc3c(s2)-c2c(C)cccc2OC3)CC1	-27	-0.2	24

This is a random part of the collection. Share with any hit: about 2.2%.
